# Calpain2 inh = inhibitors of pig calpain II, primary screen, biochemical, fluorogenic peptide substrate, 1536-well; purified calpain II, 30 min; hit rate 0.37% among 220,000; inhibition, % at 16 µM; AID 1236, 2008;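 active = inhibition above about 50%, limit read from the data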
# EBV gp42 block = Epstein-Barr virus gp42 inhibitors, primary screen, biochemical, uHTS, fluorescence polarization; Glycoprotein 42 (Epstein-Barr virus (strain AG876)), Q1HVG2; Fluorescence polarization binding assay, mP read-out; inhibition, % (tested at 21.74 µM); hit rate 0.42% among 220,000; AID 1085, 2008; in the data active = inhibition above about 50%
# p97 ATPase inh = inhibitors of human p97 ATPase, primary screen, biochemical. recombinant p97 ATPase, Kinase-Glo ATP luminescence, 3 h. inhibition, % at 8 µM. Transitional endoplasmic reticulum ATPase (Homo sapiens), P55072. hit rate 0.42% among 220,000. AID 1481, 2009; in the data active = inhibition above about 15%;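 also: 0% = DMSO vehicle and 100% = wells lacking enzyme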
# RBBP9 inhibitor = human RBBP9 inhibitors, primary screen, biochemical, fluorescence polarization, FP-Rh probe, HTS; hit rate 0.2% among 220,000; recombinant RBBP9; AID 1515, 2009; inhibition, % at 7.94 µM; Serine hydrolase RBBP9 (Homo sapiens), O75884;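 active = inhibition above the campaign mean of all tested compounds plus 3 SD, cut at about 14% in these data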;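 also: plate controls were DMSO wells with RBBP9 for no effect and wells lacking RBBP9 protein for full effect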
#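 Controls: DMSO-treated enzyme wells and wells lacking RBBP9 | Material: RBBP9 protein | Technique: Fluorescence polarization | Replication: Single well per compound, no replicates | Buffer or medium: Tris-NaCl-Pluronic buffer, pH 8.0 | Timing: 30 min compound preincubation, 45 min probe labeling, 25 °C | Read-out basis: Percent inhibition from mP, scaled between DMSO and no-protein wells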
# NCF1 inh = p47phox/p22phox peptide binding inhibitors, primary screen, biochemical, uHTS, NADPH oxidase regulatory subunit; inhibition, % at 24.7 µM; fluorescence polarization, 2 h; Neutrophil cytosol factor 1 (Homo sapiens), P14598; hit rate 0.53% among 220,000;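 active = inhibition above about 30%, limit read from the data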;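 also: 0% = p47phox with labelled peptide and 100% = labelled peptide alone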
# Target sequence (P14598 whole entry, looked up): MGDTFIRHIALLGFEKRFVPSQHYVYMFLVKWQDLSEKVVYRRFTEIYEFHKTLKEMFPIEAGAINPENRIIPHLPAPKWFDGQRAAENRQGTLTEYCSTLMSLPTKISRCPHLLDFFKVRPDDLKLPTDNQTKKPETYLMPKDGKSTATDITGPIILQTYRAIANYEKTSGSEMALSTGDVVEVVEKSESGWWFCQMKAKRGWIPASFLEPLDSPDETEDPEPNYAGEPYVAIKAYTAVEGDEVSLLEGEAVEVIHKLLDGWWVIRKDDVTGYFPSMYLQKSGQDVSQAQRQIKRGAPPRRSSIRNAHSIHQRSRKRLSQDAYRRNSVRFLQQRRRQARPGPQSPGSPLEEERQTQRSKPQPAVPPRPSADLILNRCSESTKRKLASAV
# Tb hexokinase = Trypanosoma brucei hexokinase 1 inhibitors, primary screen, biochemical, G6PDH-coupled NADH absorbance, MLSCN library | hexokinase 1 [Trypanosoma brucei] | recombinant TbHK1, G6PDH-coupled NADH A340 | inhibition, % at 10 µM | hit rate 0.11% among 220,000 | AID 1430, 2008;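 active = inhibition of 50% or more in the single-dose primary screen; inactive = inhibition below 50%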
# Runt-CBFb FRET = inhibitors of RUNX1 Runt–CBFb binding, primary screen, biochemical, FRET, Cerulean-Runt, Venus-CBFb, uHTS; Runt-related transcription factor 1 (Homo sapiens) + Core-binding factor subunit beta …; Cerulean-Runt/Venus-CBFb FRET ratio 530/480, 1 h; inhibition, % at 20 µM; hit rate 0.46% among 220,000; AID 1496, 2009;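 active = inhibition over about 50% at 20 µM in the single-dose screen, limit read from the data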;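 also: 0% = DMSO wells and 100% = excess unlabeled CBFb competitor control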
# Target sequence (Q01196 whole entry, looked up): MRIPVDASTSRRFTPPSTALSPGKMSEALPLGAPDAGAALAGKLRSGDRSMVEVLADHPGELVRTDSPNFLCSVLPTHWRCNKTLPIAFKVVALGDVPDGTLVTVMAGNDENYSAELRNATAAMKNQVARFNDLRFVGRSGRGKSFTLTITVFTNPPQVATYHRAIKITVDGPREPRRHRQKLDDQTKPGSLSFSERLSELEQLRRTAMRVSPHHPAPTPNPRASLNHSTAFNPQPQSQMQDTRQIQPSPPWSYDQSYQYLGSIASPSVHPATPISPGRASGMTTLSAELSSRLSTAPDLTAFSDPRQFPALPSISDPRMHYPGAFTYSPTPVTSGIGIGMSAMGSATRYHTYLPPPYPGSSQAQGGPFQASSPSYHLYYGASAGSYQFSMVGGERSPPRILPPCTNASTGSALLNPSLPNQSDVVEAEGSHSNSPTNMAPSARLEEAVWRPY
# Target sequence (Q13951 whole entry, looked up): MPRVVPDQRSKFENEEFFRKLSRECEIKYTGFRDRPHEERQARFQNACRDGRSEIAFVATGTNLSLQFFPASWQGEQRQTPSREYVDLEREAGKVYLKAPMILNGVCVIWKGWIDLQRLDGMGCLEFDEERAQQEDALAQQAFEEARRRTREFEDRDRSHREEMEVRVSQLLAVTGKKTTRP
#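 Assay system: Cerulean-tagged RUNX1 Runt domain (FRET donor) fusion protein / Amount: 100 nM each of Venus-CBFb and Cerulean-Runt domain / Medium: Tris buffer pH 7.5 with salts and BSA / Also added: Venus-CBFb 100 nM / Schedule: 1 h complex formation plus 1 h compound treatment, room temperature / Signal: FRET fluorescence / Read-out: loss of energy transfer signal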
# Furin inh = human furin inhibitors, primary screen, biochemical, fluorescence intensity; hit rate 0.061% among 220,000; inhibition, % at 30 µM; P09958; purified furin, fluorogenic substrate cleavage; in the data active = inhibition above about 25%; also: inactives centre near -15
# Runt-SMMHC FRET = inhibitors of RUNX1 Runt–CBFb-SMMHC binding, primary screen, biochemical, FRET, Cerulean-Runt, Venus-CBFb-SMMHC, uHTS. Runt-related transcription factor 1 (Homo sapiens) + Core-binding factor subunit beta …. Cerulean-Runt/Venus-CBFb-SMMHC FRET ratio 530/480, 1 h. inhibition, % at 20 µM. hit rate 0.74% among 220,000. AID 1434, 2008;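 active = mean inhibition across duplicate retests at 20 µM reaching about 50%, limit read from the data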;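 also: 0% = DMSO wells and 100% = wells with excess untagged CBFb-SMMHC; inhibitors lower the FRET ratio by blocking Runt binding to CBFb-SMMHC; some results filed as inactive read as strong as hits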
# * marks the source's active call; other numbers are inactive results; nt = no result given; + = active, no number; [ ] = dose if it differs, or a comment.
no.	smiles	Calpain2 inh	EBV gp42 block	p97 ATPase inh	RBBP9 inhibitor	NCF1 inh	Tb hexokinase	Runt-CBFb FRET	Furin inh	Runt-SMMHC FRET
1	OCC1(Cc2cccc(C(F)(F)F)c2)CCN(Cc2cc3ccccc3o2)CC1	-11	-8	-1	-5	-10	-7	-5	-31	-1
2	Cc1nn(-c2ccccc2)nc1CNC(=O)C(C)Cc1ccccc1 (stereo not given)	-7	-6	1	-4	-5	-1	-3	-14	3
3	COc1ccc(C(=O)NC2CCCCC2)cc1S(=O)(=O)N1CCCC1	-16	-11	-1	-4	-2	2	-2	-27	-2
4	N#Cc1ccc(NC(=O)COC(=O)C2=COCCO2)cc1	13	-4	5	-3	-1	8	1	-17	-6
5	Cc1ccc(SC(=O)c2c(C)noc2-c2cc(C)on2)cc1	-4	-18	1	-8	-8	-11	-1	-8	-1
6	Cc1cc(C(=O)CSc2nc3ccccc3n2C)c(C)n1C	-7	-10	4	4	-4	-8	4	-19[20 µM]	5
7	CCOc1ccc(N(Cc2cc3ccc(C)cc3[nH]c2=O)C(=O)COC)cc1	-25	-3	0	-4	-2	-15	-1	-16	4
8	O=C(CSc1ncn[nH]1)Nc1ccccc1C(=O)O	-4	-6	1	-9	-12	1	-3	-16	0
9	Cc1noc(N)c1C(=O)Nc1ccc(F)c(Cl)c1	-36	-5	4	1	-20	16	-2	-23	-4
10	CC(=O)Nc1ccccc1-c1nc2ccc(C(=O)N3CCN(c4cc(C)ccc4C)CC3)cc2[nH]c1=O	-48	10	-2	-5	-12	-37	-6	3	0
11	COc1cc(/C=C2\SC(=O)NC2=O)ccc1Oc1ccc([N+](=O)[O-])cc1[N+](=O)[O-]	15	2	6	1	-3	-6	0	-22	-4
12	S=c1[nH]nc(-c2cccnc2)n1Cc1ccccc1	-12	-1	2	-7	-8	2	10	-10[20 µM]	6
13	COc1ccc(NC(=O)N2CCN(c3ccc([N+](=O)[O-])cc3)CC2)cc1OC	19	-26	2	7	-10	-20	1	-7	-2
14	CC1=CC(C2CC(=O)N(c3ccc(C)cc3)C2=O)CC2C(=O)N(c3ccc(C)cc3)C(=O)C12 (stereo not given)	-38	3	-5	-7	2	-3	-3	-12	-2
15	COc1ccc(OC)c2c1C(=O)c1ccccc1C2=O	-3	+	1	-6	36*	10	-5	-18[20 µM]	-48
16	O=C(CSc1nc(-c2ccco2)cc(C(F)(F)F)n1)NN1CCOCC1	-17	8	0	3	-1	-28	0	-12	0
17	Cc1nnc(N2CCCCC2)c2ccccc12	-13	-20	4	-4	-2	-2	1	-27[20 µM]	1
18	CS(=O)(=O)c1sc2nc(-c3cccs3)cc(-c3ccccc3)c2c1N	-135	-29	4	-9	-81	-20	54*	6	85*
19	O=C(Nc1ccc([N+](=O)[O-])cn1)c1cc(-c2cccc(Cl)c2)nc2ccccc12	-13	-23	1	-4	-49	1	0	-12	4
20	COc1cc(C2NC(=O)NC(C)=C2C(=O)OCc2ccc(C)cc2)cc(OC)c1O (stereo not given)	-40	-4	-8	-5	0	-1	-3	-22	2
21	CCS(=O)(=O)c1ccc2oc(SCC(=O)N3CCCCC3)nc2c1	10	-10	8	-1	1	-6	2	-24	-5
22	O=C(CSCc1ccccc1Cl)NN=C1CCCCCC1	33	2	1	1	-9	3	2	-12[20 µM]	6
23	Cc1c(NC(=O)COc2ncnc3ccccc23)c(=O)n(-c2ccccc2)n1C	4	-18	1	-10	-5	1	0	-29	1
24	CN(C)c1cccc(C(=O)OC(C(=O)Nc2ccc(Cl)cc2C(F)(F)F)c2ccccc2)c1 (stereo not given)	-60	-17	4	-8	-25	1	1	-20	3

# Three compounds out of the list, ordered by SMILES length, lowest first:
no.	smiles	Calpain2 inh	EBV gp42 block	p97 ATPase inh	RBBP9 inhibitor	NCF1 inh	Tb hexokinase	Runt-CBFb FRET	Furin inh	Runt-SMMHC FRET
2	Cc1nn(-c2ccccc2)nc1CNC(=O)C(C)Cc1ccccc1 (stereo not given)	-7	-6	1	-4	-5	-1	-3	-14	3
23	Cc1c(NC(=O)COc2ncnc3ccccc23)c(=O)n(-c2ccccc2)n1C	4	-18	1	-10	-5	1	0	-29	1
13	COc1ccc(NC(=O)N2CCN(c3ccc([N+](=O)[O-])cc3)CC2)cc1OC	19	-26	2	7	-10	-20	1	-7	-2

# Fetched one by one from above:
no.	smiles	Calpain2 inh	EBV gp42 block	p97 ATPase inh	RBBP9 inhibitor	NCF1 inh	Tb hexokinase	Runt-CBFb FRET	Furin inh	Runt-SMMHC FRET
24	CN(C)c1cccc(C(=O)OC(C(=O)Nc2ccc(Cl)cc2C(F)(F)F)c2ccccc2)c1 (stereo not given)	-60	-17	4	-8	-25	1	1	-20	3
21	CCS(=O)(=O)c1ccc2oc(SCC(=O)N3CCCCC3)nc2c1	10	-10	8	-1	1	-6	2	-24	-5
12	S=c1[nH]nc(-c2cccnc2)n1Cc1ccccc1	-12	-1	2	-7	-8	2	10	-10[20 µM]	6
14	CC1=CC(C2CC(=O)N(c3ccc(C)cc3)C2=O)CC2C(=O)N(c3ccc(C)cc3)C(=O)C12 (stereo not given)	-38	3	-5	-7	2	-3	-3	-12	-2
10	CC(=O)Nc1ccccc1-c1nc2ccc(C(=O)N3CCN(c4cc(C)ccc4C)CC3)cc2[nH]c1=O	-48	10	-2	-5	-12	-37	-6	3	0
6	Cc1cc(C(=O)CSc2nc3ccccc3n2C)c(C)n1C	-7	-10	4	4	-4	-8	4	-19[20 µM]	5

# More structures.
no.	smiles	Calpain2 inh	EBV gp42 block	p97 ATPase inh	RBBP9 inhibitor	NCF1 inh	Tb hexokinase	Runt-CBFb FRET	Furin inh	Runt-SMMHC FRET
25	O=C(CCCc1ccccc1)NCCCN1CCOCC1	-20	-20	5	0	-8	1	-3	-4[20 µM]	2
26	Cc1c(Br)cc(C(=O)N2CCCC2)c(C)c1C	2	-27	2	-7	-14	-4	0	-24	-1
27	CCc1nnc(NCn2nc(C)cc2C)s1	-12	-8	1	-7	-9	-5	-1	-16[20 µM]	0
28	O=C(Nc1ccc2c(c1)OCO2)Nc1ccc2c(c1)OCO2	-28	1	8	-5	-3	-6	10	-24	-3
29	CCc1n[nH]c2c1/C(=N/O)CCC2	-19	-12	-2	-9	-10	3	-1	-21	2
30	Cc1cc(C)c(S(=O)(=O)NCC2CCC(C(=O)NCc3ccccn3)CC2)c(C)c1 (stereo not given)	-23	-4	-1	-2	-8	-14	-5	-25	0
31	Cc1c(C=NCCOCc2ccccc2)cnn1C	6	-18	5	-5	4	-5	-2	-23	-2
32	COc1ccc(N2C(=O)CCC(C(=O)O)C2c2ccc(OC)c(OC)c2)cc1 (stereo not given)	1	-9	1	3	-6	-4	1	-4[20 µM]	-1
33	COc1cc(C=O)ccc1OCCCOc1ccc([N+](=O)[O-])cc1	9	-28	-5	0	-45	-9	-4	-6	-1
34	CS(=O)(=O)N1CCc2cc(C(=O)NC3CC3)ccc21	-3	-18	4	-5	7	2	1	-31	1
35	CC1(C)C/C(=C(/C#N)C(N)=O)CCO1	12	1	2	3	-8	3	0	-15[20 µM]	-2
36	Cc1ccc2c(CSc3nnc(N)s3)cc(=O)oc2c1	33	-9	-5	-4	-2	-21	4	10[20 µM]	-2
37	COc1cc(OC)c(OC)cc1C#N	12	-17	5	0	2	0	0	-20	-1
38	Oc1c(C=NCc2ccncc2)sc2ccccc12	-28	-21	3	-2	-34	-5	42	-20[20 µM]	66*
39	O=C(Cc1cccs1)N1CCN(c2cccc(Cl)c2)CC1	-47	1	-3	1	-5	1	1	-16	2
40	Cc1ccc(NC(=S)NC(C)(C)C)c([N+](=O)[O-])c1	14	0	-3	-2	-5	-3	-3	-3	2
41	O=C(CNC(=O)c1cccs1)NCC(=O)OCc1ccccc1Cl	23	2	-7	-4	-4	2	-1	-17[20 µM]	-10
42	O=C(Cn1ccc([N+](=O)[O-])n1)c1ccccc1	-20	-11	1	-9	-9	-2	1	-24	4
43	CCN(CC)CCn1nc2c3c(cccc3c1=O)-c1ccccc1-2	-50	-2	-6	-2	0	-10	2	-18	-6
44	CCOc1ccc(NC(=S)Nc2ccccc2C2CC2)cc1	-1	-12	4	1	-7	-5	nt	-15	nt
45	c1ccc(-c2c[n+]3c(n2-c2ccccc2)SCC3)cc1	8	-13	2	4	4	9	0	-24	-3
46	CCOC(=O)c1oc2ccc(Br)cc2c1CSc1nnc(C)s1	27	-9	-6	-8	-5	1	-7	-13	-2
47	Cc1cc(NC(=O)CCOc2ccc(F)cc2)no1	30	-4	-3	-3	-5	-8	1	-11	0
48	CCOc1ccccc1C(=O)Nc1cc(C(=O)NCC(C)C)ccc1Cl	27	-8	-3	-5	-1	7	-3	-8	-1
49	CC(=O)c1cc(-c2ccc(F)cc2)n(CCC(=O)Nc2cc(C)[nH]n2)c1C	-2	-22	5	1	-13	-5	1	1[20 µM]	-1
50	O=C(/C=C/c1ccncc1)c1ccc2c(c1)OCCO2	-37	1	5	-6	3	-18	2	-27	3
51	O=C(Cn1nnc(-c2ccccc2F)n1)Nc1ccc(C(=O)N2CCOCC2)cc1	13	-2	3	-3	-12	2	1	-18[20 µM]	-2
52	C=CCn1c(C)cc(C2=NNC(=NCC)SC2)c1C	28	-14	-6	0	-5	-23	-1	2	1
53	Cc1cc(C)n(CCCNC(=O)c2ccc3c(c2)NC(=O)CS3)n1	26	-4	-2	5	-7	1	0	-12[20 µM]	3
54	COc1ccc(/C=N/NC(=O)c2ccc(N)cc2)cc1Cn1cc([N+](=O)[O-])cn1	19	-17	20*	2	1	-30	2	-5	1
55	O=C(Nc1nc2c(s1)CCCC2)C1COc2ccccc2O1 (stereo not given)	29	10	2	3	-12	-7	1	-10	-3
56	CC1CCN(CCCNC(=O)c2cc3c(Cl)nc4ccccc4c3s2)CC1	-3	-9	4	7	nt	-10	0	-29	2
57	CCOC(=O)c1sc(NC(=O)c2cc(-c3cccc(O)c3)on2)c(C(=O)OCC)c1C	-65	-7	3	-9	-11	1	-3	-19	3

# An excerpt of these results, with one line to a screen.
22. O=C(CSCc1ccccc1Cl)NN=C1CCCCCC1
14. CC1=CC(C2CC(=O)N(c3ccc(C)cc3)C2=O)CC2C(=O)N(c3ccc(C)cc3)C(=O)C12 (stereo not given)
38. Oc1c(C=NCc2ccncc2)sc2ccccc12

assay / compound | 22 | 14 | 38
Calpain2 inh | 33 | -38 | -28
EBV gp42 block | 2 | 3 | -21
p97 ATPase inh | 1 | -5 | 3
RBBP9 inhibitor | 1 | -7 | -2
NCF1 inh | -9 | 2 | -34
Tb hexokinase | 3 | -3 | -5
Runt-CBFb FRET | 2 | -3 | 42
Furin inh | -12[20 µM] | -12 | -20[20 µM]
Runt-SMMHC FRET | 6 | -2 | 66*

# Source: PubChem BioAssay (several laboratories)
